Compound activity: PubChem, National Center for Advancing Translational Sciences (NCATS)
S3 lipid droplet = qHTS Assay for Lipid Storage Modulators in Drosophila S3 Cells. AID 2685. lipid storage change, negative = inhibition, % at the top dose, mostly 46.1 µM; hits show Potency in µM. Drosophila S3 cells, BODIPY lipid droplet fluorescence, 18-24 h; cells fed with added oleic acid. 0.64% of 320,000 active; active = well fitted inhibition curve with a large enough effect in the signal ratio, with a control signal flat, not every such curve was filed as active; inconclusive = small, poorly fitted or top-dose-only effect, or effect the other way, or a change in a side signal; the % refers to the signal ratio
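Drosophila S3 cells loaded with oleic acid (400 uM, as added) and compounds at several concentrations; lipid droplets imaged by 488-nm laser-scanning cytometry, 500–530 nm intensity and object ratio to cell channel. Percent activity normalized to 20 uM Triacsin C.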
S3 lipid droplet cell count max = second read-out of S3 lipid droplet, no call of its own (marks repeat the call); cell number change, %; measured here: cell count max response;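 cells counted by Cell Tracker Red CMTPX staining in the red channel; peak over a dose series mostly up to 46.1 µM; percent activity relative to internal control wells on each plate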
Active calls of the source: *; i = inactive; ? = inconclusive; / = not tested or not shown; [ ] = dose if it differs, or a comment. % is set by controls: 0 for no effect and ±100 for the full control effect; potency is the fitted concentration of half-maximal effect.

Values run as follows: S3 lipid droplet cell count max, S3 lipid droplet
Cc1ccc(S(=O)(=O)NNC(=O)c2ccncc2)cc1
 : -11, 2%
COC(=O)c1ccccc1NC(=O)Nc1cc(C)ccn1
 : 3, 0%
COc1ccc(NC(=O)COC(=O)c2ccc(OCc3ccc(Cl)cc3Cl)c(OC)c2)c(OC)c1
 : 6, 7%
CCN1CCN(C(=S)Nc2ccc(Cl)c(Cl)c2)CC1
 : 3, -5%
Cc1ccc(C(=O)OCC(=O)NC2CCCC2)cc1
 : -6, 9%
COc1ccc(N(CC(=O)NCc2ccc(C)cc2)S(=O)(=O)c2c(C)nn(C)c2C)cc1
 : /, ?
CCN(CC(=O)NCc1cccs1)S(=O)(=O)c1ccc(NC(C)=O)cc1
 : /, i
CCN(CC)C(=O)/C(=C\c1ccncc1)NC(=O)c1ccccc1
 : -1, -11%
O=C(OCCCCN1C(=O)c2ccccc2C1=O)c1ccc(Br)o1
 : -3, 21%
COc1ccccc1C1CC(c2c(-c3ccccc3)c3cc(Cl)ccc3[nH]c2=O)=NN1S(C)(=O)=O (configuration not stated)
 : -7, 2%
CCOC(=O)c1ccc(N(C(=O)c2ccco2)C(C(=O)NC2CCCCC2)c2ccncc2)cc1 (configuration not stated)
 : -8, -13%
COC(=O)c1cc2occc2n1CC(=O)Nc1ccc(OC)c(OC)c1
 : /, ?
CCCNC(=O)CCCCn1c(=S)[nH]c2c([nH]c3ccc(OC)cc32)c1=O
 : 25, -8%
C[C@]1(C(=O)NCc2cc(F)cc(C(F)(F)F)c2)C=C[C@@H](Cc2ccccc2)N1C(=O)c1ccccc1
 : -21, -9%
Cc1ccc(CNS(=O)(=O)c2cc3c4c(c2)C(C)C(=O)N4CCC3)cc1 (configuration not stated)
 : /, ?
Cc1ccc2oc(=O)n(Cc3ccc(F)cc3)c2c1
 : 13, 12%
CC(C)[C@@H](C(=O)N1CCNCC1)n1cc(CCO)nn1
 : 14, -3%
S=c1[nH]nc(NCCCN2CCOCC2)s1
 : 1, -8%
CCN1CCN(Cc2ccc(NC(=O)c3ccc(C)c(NC(=O)c4c[nH]c5cc(C(F)(F)F)ccc5c4=O)c3)cc2C(F)(F)F)CC1
 : -29*, 10µM*
CC1CCCCN1C(=O)CCS(=O)(=O)Cc1ccccc1 (configuration not stated)
 : /, ?
CC1=NNC(=O)C1C(c1ccccc1)C1C(=O)NN=C1C (configuration not stated)
 : -16, -4%
C/C(=N\NC(N)=S)C1(C)CCCCC1
 : 10, 5%
CCCS(=O)(=O)N1CCC(C(=O)N2CCc3ccccc3C2)CC1
 : /, -1%
COc1ccc2cc(/C=N/NC(=O)CN(c3ccccc3)S(=O)(=O)c3ccccc3)c(Cl)nc2c1
 : /, ?
CS(=O)(=O)Nc1ccc(C2=NN(S(C)(=O)=O)C(c3ccc4nccnc4c3)C2)cc1 (configuration not stated)
 : /, ?
O=C(Cc1ccccc1Cl)N1CCN(c2ncccn2)CC1
 : -4, 8%
CC(C)c1csc(CN2CCC(N3CCC(C(=O)NCC4CCCO4)CC3)CC2)n1 (configuration not stated)
 : 8, 3%
COC(C(=O)Nc1ccnn1C1CCN(Cc2cnn(C(C)C)c2)CC1)c1ccccc1 (configuration not stated)
 : /, ?
Cn1c(O)c(C2=c3ccccc3=NC2=O)[nH]c1=S
 : /, ?
COC(=O)c1ccccc1NC(=O)CCC(=O)N1CC(C)Oc2ccc(C)cc21 (configuration not stated)
 : -20, i

Brought forward from above: two entries, then new ones.
Values run as follows: S3 lipid droplet cell count max, S3 lipid droplet
Cn1c(O)c(C2=c3ccccc3=NC2=O)[nH]c1=S
 : /, ?
COC(=O)c1ccccc1NC(=O)CCC(=O)N1CC(C)Oc2ccc(C)cc21 (configuration not stated)
 : -20, i
CCOc1ccc(N2CC(C(=O)Nc3ccc(S(=O)(=O)N4CCCC4)cc3)CC2=O)cc1 (configuration not stated)
 : /, ?
Cc1ccc(CNS(=O)(=O)c2c(C)[nH]c(C)c2C(=O)N2CCCCC2)cc1
 : /, ?
O=C(NC(=S)NNC(=O)c1ccco1)c1ccc(F)cc1
 : 4.6*, 18µM*
CCOC(=O)CSc1nc(C)c(CC)c(C)c1C(N)=O
 : /, ?
Cc1cc(C)n2cc(CSc3nc4ccccc4[nH]3)nc2n1
 : /, ?
O=C(CNC(=O)c1cccs1)OCC(=O)c1ccc2ccccc2c1
 : 14, 1%
O=C(CSc1n[nH]c(-c2cccnc2)n1)OC1CCCCC1
 : 5, -6%
O=C(OCCCOC(=O)c1ccc(O)cc1)c1ccc(O)cc1
 : /, ?
Cc1c(O)c2cccnc2[nH]c1=O
 : /, 8%
COc1ccc2sc3ccccc3c(=O)c2c1
 : 19, 4%
C/C(CC(=O)Nc1cc(Cl)ccc1C)=N\NC(=O)C(=O)N1CCCC1
 : /, ?
O=C(Cn1ccccc1=O)c1ccc(Cl)cc1
 : /, i
O=C(OCC1OC2OC3(CCCCC3)OC2C2OC3(CCCCC3)OC12)c1ccccc1 (configuration not stated)
 : /, ?
ClC1(Cl)CC1CSc1nnc(-c2ccncc2)o1 (configuration not stated)
 : -8, i
N#C/C(=N\Nc1ccc(S(=O)(=O)N2CCc3ccccc32)cc1)C(N)=S
 : /, ?
CCNC(=O)C(=O)NCC(c1cccs1)S(=O)(=O)c1ccc(C)cc1 (configuration not stated)
 : /, ?
COc1ccc(C)cc1S(=O)(=O)Nc1ccccc1
 : /, ?
CCOc1ccc2[nH]c3c(N4CCN(c5ccccn5)CC4)ncnc3c2c1
 : /, ?
CCCCCCC(=O)Nc1c(O)c2ccccc2[nH]c1=O
 : -14, 19%
Cc1sc2ncnc(SCC(=O)c3ccc(Cl)s3)c2c1C
 : /, ?
OCCn1ccc(-c2ccccc2OCc2ccc(F)cc2)n1
 : /, ?
O=C(NCC1CCCO1)/C(=C\c1cccc([N+](=O)[O-])c1)NC(=O)c1ccccc1 (configuration not stated)
 : /, ?
COc1cc(NC(=O)c2cccs2)cc(OC)c1
 : /, i
O=C(O)c1ccccc1-c1ccccc1C(=O)Nc1ccccc1Br
 : 3, 1%
CC(C)OCC(O)CS(=O)Cc1ccccc1 (configuration not stated)
 : /, ?
COC(=O)CSc1nnc(-c2ccco2)o1
 : /, ?
COc1ccc(CC(=O)N2CCN(S(=O)(=O)c3cccs3)CC2)cc1OC
 : /, ?
OCCSc1nc(-c2ccccc2)nc2ccc(F)cc12
 : 11, 29%
O=S(=O)(c1cnc[nH]1)N1CCN(c2ccc(Cl)cc2)CC1
 : /, ?
CC(C)C(=O)NNC(=O)CSc1nnc(-c2ccccc2)c(-c2ccccc2)n1
 : -4, i

Sorted by value in S3 lipid droplet cell count max (smallest number first): 7 from the list above.
| SMILES | S3 lipid droplet cell count max |
| --- | --- |
| CC(C)C(=O)NNC(=O)CSc1nnc(-c2ccccc2)c(-c2ccccc2)n1 | -4 |
| O=C(O)c1ccccc1-c1ccccc1C(=O)Nc1ccccc1Br | 3 |
| O=C(NC(=S)NNC(=O)c1ccco1)c1ccc(F)cc1 | 4.6* |
| O=C(CSc1n[nH]c(-c2cccnc2)n1)OC1CCCCC1 | 5 |
| OCCSc1nc(-c2ccccc2)nc2ccc(F)cc12 | 11 |
| O=C(CNC(=O)c1cccs1)OCC(=O)c1ccc2ccccc2c1 | 14 |
| COc1ccc2sc3ccccc3c(=O)c2c1 | 19 |

Further compounds follow:
Values run as follows: S3 lipid droplet cell count max, S3 lipid droplet
CN(C)c1nc(N)nc(N(c2ccccc2)c2ccccc2)n1
 : /, ?
Cc1cc(O)c(Sc2ncn[nH]2)cc1NS(=O)(=O)c1ccc(Cl)cc1
 : /, ?
Nc1c(N(Cc2ccco2)C(=O)COc2ccccc2)c(=O)[nH]c(=O)n1Cc1ccccc1
 : /, ?
COC(=O)c1cc2c(C)[nH]c(C)c2cc(C(=O)OC)c1=O
 : /, ?
Cn1cc(Br)c(C(=O)N/N=C/c2cccc(OC3CSC3)c2)n1
 : /, ?
CCOc1ccccc1N1CCN(S(=O)(=O)c2cc(C)ccc2OC)CC1
 : -12, -20%
O=C(CN1C(=O)CSc2ccc(S(=O)(=O)N3CCCCC3)cc21)NCc1ccccc1Cl
 : -21, i
Cc1cc(C)c2cc(C)c(SCC(=O)NCc3ccco3)nc2c1
 : 14, 3%
C=CCn1nnnc1SCC(=O)Nc1cccc(OC)c1
 : -8, 16%
COc1ccccc1OCCNC(=O)Nc1ccc(Br)cc1
 : 20, 0%
O=C(Nc1ccc(N2CCOCC2)c(Cl)c1)c1ccc(Cl)cc1
 : /, -6%
Cc1ccc(-c2nnc(N(C)C(=O)c3cccnc3)s2)cn1
 : /, ?
CC(C)NC(=O)COC(=O)c1cncc(Br)c1
 : /, ?
Cc1ccc(C2=C(O)c3ccccc3C(=O)C2=O)cc1
 : 9, i
CC1=C(C(=O)Nc2ccc(C)cc2C)C(c2ccc(C)o2)NC(=O)N1 (configuration not stated)
 : /, ?
Cc1ccc(C2NC(C(=O)O)CS2)cc1 (configuration not stated)
 : /, ?
CC1=NC(C)(C)Cc2cc(C)c(C)cc21
 : /, ?
CC(C)CCNC(=O)c1cc(S(=O)(=O)N2CCCCC2)ccc1N1CCOCC1
 : /, -7%
O=c1oc2ccccc2c(N2CCCCC2)c1[N+](=O)[O-]
 : /, ?
Cc1ccc(C(=O)OCC(=O)NC(=O)Cc2ccccc2)c(O)c1
 : 1, i
COc1cccc(N2CCN(C(=O)CNC(=O)c3sc4ccccc4c3Cl)CC2)c1
 : /, i
COCCCNS(=O)(=O)c1ccc2c3c(cccc13)C(=O)S2
 : /, ?
O=C(C1CC1)N1CCN(c2nc3ccccc3s2)CC1
 : 12, 24%
CC1=C(C(=O)N2CCOCC2)C(c2cc(C)cs2)NC(=O)N1 (configuration not stated)
 : /, ?
Cc1cc(Br)cc(C)c1NC(=O)c1ccccc1[N+](=O)[O-]
 : /, ?
CCOC(=O)C1=C(c2ccccc2)N=C2SCC(=O)N2C1c1ccc(OCC)c(OCC)c1 (configuration not stated)
 : /, ?
O=C(N(c1ccccc1)c1ccccc1)n1ccnc1
 : -7, 6%
Cc1ccc(C(=O)OCC(=O)c2cc(C)n(CC3CCCO3)c2C)cc1 (configuration not stated)
 : /, ?
Cc1cc(NC(=O)C(C)Oc2ccc(Cl)cc2Cl)n(-c2ccccc2)n1 (configuration not stated)
 : /, ?
CCCNC(=O)c1cc2c(C(F)(F)F)nn(C)c2s1
 : /, ?
O=C(NNC(=O)c1ccc(-c2ccccc2)cc1)c1ccccc1
 : 10, 7%
CCOC(=S)SCc1cn2ccc(C)cc2n1
 : /, 14%
CCC(=O)c1ccc(OCC(=O)N(CC)CC(=O)Nc2ccccc2OC)cc1
 : /, ?
Cc1ccc(-c2cc(C(=O)N3CCOCC3)c3cc(C)ccc3n2)cc1
 : -18, 11%
COCCn1nnnc1CN1CCC(Cc2ccccc2)CC1
 : -7, -8%
CCCCN(CCCNC(=O)Cn1ncc2ccsc2c1=O)Cc1ccccc1
 : -7, -4%
CCOCCCNC(=O)C(NC(=O)Cc1cccs1)c1ccc(Cl)cc1 (configuration not stated)
 : /, ?
CC(C)CC(=O)NC(=S)Nc1ccc(N2CCOCC2)c(Cl)c1
 : /, ?
O=C(NC1CCCC1)C(c1ccccc1)N(Cc1ccccc1)C(=O)c1csnn1 (configuration not stated)
 : /, ?
Cc1cc(-c2ccccc2)nc(=O)[nH]1
 : 7, -4%
Cc1ccc(NC(=O)CN2CCCCCC2)cc1[N+](=O)[O-]
 : /, ?
O=C(/C=C/Nc1ccccc1)c1cnc(-c2ccccc2)s1
 : /, 11%
COc1ccc(NC(=O)[C@@H]2CCCN2C(=O)[C@@H]2Cc3ccccc3CN2C(=O)OC(C)(C)C)cc1
 : 4, i
CCCS(=O)(=O)N1CCCC(C(=O)Oc2ccc(C)c(C)c2)C1 (configuration not stated)
 : 13, 15%
CCCOc1ccccc1OCC(=O)Nc1ccc(S(=O)(=O)N2CCCCC2)cc1
 : /, ?
COc1ccccc1N1C(=O)c2ccc(C(=O)Nc3cccc(C(C)=O)c3)cc2C1=O
 : 11, -3%
O=C(c1ccc(-c2nnc(-c3ccccc3)o2)cc1)N1CCCCCC1
 : /, ?
O=C(NCC1CCCO1)C(c1ccc(F)cc1)N(CCCN1CCOCC1)C(=O)c1ccc(-c2ccccc2)[nH]1 (configuration not stated)
 : 5, 1%
CC(C)c1ccc(NC(=O)NCc2ccccn2)cc1
 : 18, 29%
CCOC(=O)C(C(C)=O)c1nc(C)nc2c1nnn2Cc1ccccc1Cl (configuration not stated)
 : -12, -10%
Cc1cc(C)c(C(N)=O)c(Nc2cccc(Cl)c2C)n1
 : /, i
O=C(Cc1ccc(-n2c(=O)c3sccc3n(Cc3ccc(F)cc3)c2=O)cc1)NCc1ccco1
 : /, ?
COc1ccc(OC)c(S(=O)(=O)N2CCC3(CC2)OCCN3S(=O)(=O)c2ccccc2)c1
 : 12, -7%[0.0737 µM]
CC(C)=CCc1c(C)nc2ccccc2c1C(=O)O
 : 3, 7%
CCn1c(O)c(N=NC(=O)CNC(=O)/C=C/c2ccccc2)c2ccccc21
 : /, ?
C[C@@H](C(=O)Nc1ccc2ccccc2c1)[C@@H]1C[C@@]1(C)[C@@H](NC(=O)c1cccnc1)c1ccccc1
 : /, ?

Already shown: 2 of the compounds above.
Values run as follows: S3 lipid droplet cell count max, S3 lipid droplet
Cc1cc(C)c2cc(C)c(SCC(=O)NCc3ccco3)nc2c1
 : 14, 3%
C=CCn1nnnc1SCC(=O)Nc1cccc(OC)c1
 : -8, 16%

The list is partial; rates above refer to the full screens.
